p53ts 39C tox = kills p53ts cells at the nonpermissive temperature | Potency, µM (titrated, usually from 46.1 µM), for the others: at the top dose activity change, negative = cell killing, actives largely listed as cytotoxic | 130,000 compounds, 1.5% hits | H1299-p53A138V viability at 39C, ATP luminescence, 24 h; further: nearly all actives have a fitted effect of over 55% in size
Imprint erasure = inducers of genomic imprint erasure in mouse ES cells; 110,000 compounds, 0.02% hits; Potency, µM (series often up to 60.7 µM), for inactives: top-dose activity change, positive = activation, most hits filed as activators; mouse ES Peg3-LacZ reporter, beta-gal luminescence, 40 h;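 further: 0% = negative control wells on the plate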
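Readout: BetaGlo luminescence (5 min, room temp) for LacZ from the normally silent maternal Peg3 allele in female Peg3LacZ-Neo ES cells. Cells 300/well, 40 h, 37C, 5% CO2. Data normalized per plate to negative controls.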
IkB signaling = inhibitors of IkB signaling in ABC-DLBCL cells; ABC-DLBCL IkBa-CBG/CBR dual luciferase ratio, 4 h; response scale: scaled: untreated 0%, proteasome inhibitor 100%; Potency, µM (series often up to 57.1 µM), for inactives: top-dose IkBa stabilization activation; 110,000 compounds, 0.04% hits; active means well fitted curve in the direction sought with a large enough effect in the signal ratio, not every such curve was filed as active; inconclusive means small, poorly fitted or top-dose-only effect, or a change in a side signal; the % refers to the signal ratio;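 further: the direction sought is a rising ratio; 0% = basal untreated cells and 100% = reference inhibitor full response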
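Luminescence ratio of IκBα-fused green versus native red beetle luciferase in OCI-Ly3 cells, 4 h post-doxycycline with compound; red signal alone, scaled from basal (0%) to zero light (-100%), flagged nonspecific or cytotoxic effects.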
p53ts 32C kill = kills p53ts cells at the permissive temperature. H1299-p53A138V at 32C, ATP luminescence viability, 24 h. Potency, µM (top dose mostly 46.1 µM), for the others: top-dose activity change, negative = cytotoxicity, actives largely listed as cytotoxic. 130,000 compounds, 0.93% hits;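 further: 0% = DMSO and -100% = full killing by reference compound; nearly all actives have a fitted effect of over 55% in size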
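ATP-content luminescence (ATPlite) read-out after 24 h compound exposure at 32C in H1299-p53A138V cells (600/well). Tested up to 46 uM. Normalized to DMSO (0%) and 100 uM tamoxifen (100% killing); Hill-fit AC50.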
* hit, by the source's call; ? = inconclusive; nt = no result given; [ ] = dose if it differs, or a comment. Unless noted, the call rests on the fitted dose curve; in most records, active means well fitted curve in the direction sought with a large enough effect; inconclusive means small, poorly fitted or top-dose-only effect, or another doubt; inactive means no such curve, though single readings can be large; an effect the other way counts as inactive or inconclusive. Unless noted, on the % scale 0 is the no-effect control and ±100 the full control effect; potency means the concentration at half of the fitted maximal effect. Not a hit list. Share with any hit: about 1.8%.

#	molecule	Imprint erasure	p53ts 32C kill	p53ts 39C tox	IkB signaling
1	Clc1ccc(OCc2nn3c(-c4ccco4)nnc3s2)cc1	-8%	-10%	-13%	?
2	CCCC(=O)Nc1cc(-c2nc3cccnc3s2)ccc1C	-10%[10.9 µM]	-16%	?	-2.5%
3	COc1ccc(NC(=O)C(c2ccc(C)cc2)N(C)C(=O)c2cnccn2)cc1 (stereo not drawn)	-17%	6%	-12%	-1.2%
4	COc1cccc(OC)c1OCCOCCn1cnc2ccccc2c1=O	-17%	15%	9%	3.4%
5	CCNS(=O)(=O)c1ccc(NC(=O)c2ccccc2OCC)cc1	-11%	-6%	3%	-1.7%
6	Cc1c(NS(=O)(=O)c2ccc(Br)s2)c(=O)n(-c2ccccc2)n1C	4%	1%	16%	1.8%
7	COc1ccc(CNc2cc(-c3ccccc3OC)ncn2)c(OC)c1	-18%	1%	-11%	0.6%[11.4 µM]
8	COC(=O)C(C#N)C(=C1C(=O)CC(C)(C)CC1=O)c1ccc(O)cc1 (stereo not drawn)	-2%	2%	19%	-0.5%
9	O=C(CC(SCCO)c1ccc2c(c1)OCO2)c1cccs1 (stereo not drawn)	-45%[inhibitor]	-14%	-17%	?
10	COC(=O)c1ccc(Cn2c(SCC(=O)N(C)c3ccccc3)nc3ccccc32)cc1	-6%[10.9 µM]	0%	-16%	-0.4%
11	Cc1c(NC(=O)CN2C(=O)C3C4C=CC(C4)C3C2=O)c(=O)n(-c2ccccc2)n1C (stereo not drawn)	-11%	-4%	3%	2.7%
12	O=C1NC2(CCCCC2)Oc2ccccc21	4%	4%	3%	-0.7%
13	OC1C=C2CCN3Cc4cc5c(cc4C(C1O)C23)OCO5 (stereo not drawn)	-38%[inhibitor]	1%	-19%	nt
14	CCOCC(=O)Nc1sc2c(c1C(=O)OCC)CCCC2	?	0%	-8%	1.5%
15	Cc1cc(C)nc(SCC(=O)N2CCCCC2)n1	-5%	-2%	-5%	-0.4%
16	CCOC(=O)c1cc(-c2ccc(F)cc2)n(CCC(=O)NC2CCCCC2)c1C	-19%[10.9 µM]	11%	25%	?
17	C[C@H](Cc1ccc(O)c(O)c1)[C@@H](C)Cc1ccc(O)c(O)c1	17%	?	20µM*	6.2%[11.4 µM]
18	CCN1CCN(C(c2cccs2)C(C)NC(=O)c2ccco2)CC1 (stereo not drawn)	-7%	-5%	-7%	1.4%
19	O=C(CNC(=O)c1ccco1)NCC(=O)OCc1cccc(C(=O)Oc2ccccc2)c1	-12%	5%	7%	-1.7%
20	COc1ccc2c(c1)c1c(c(=O)n(-c3cc(Cl)ccc3C)c(=O)n1Cc1ccc(F)cc1)n2C	12%[10.9 µM]	7%	-29%	-1.5%
21	CCS(=O)(=O)N1CCCC(C(=O)NCc2cccc(OC)c2)C1 (stereo not drawn)	-14%	4%	-3%	-0.3%
22	Cc1ccc(CNc2oc(-c3ccco3)nc2C#N)cc1	21%	1%	9%	-0.7%
23	COC(=O)[C@@]1(Cc2ccc(F)cc2)[C@H]2c3cc(C(=O)N(C)C)n(CCN4CCOCC4)c3C[C@H]2CN1C(=O)c1ccccc1	-6%	10%	-1%	nt
24	CCOc1ccc2nc3c(cc2c1)CN(CCCO)C(=NCCOC)S3	-23%	-5%	-14%	3.0%
25	CN1CCN(c2ncnc3ccc(-c4cccnc4)cc23)CC1	?	1%	-2%	-1.2%[11.4 µM]
26	CCCC12CN3CC(CCC)(CN(C1)C3c1c(C)[nH]c(=O)[nH]c1=O)C2=O (stereo not drawn)	-2%[10.9 µM]	0%	-20%	-0.5%
27	CC1CCCN(C(=O)C2CCN(CC(C)c3ccccc3)CC2)C1 (stereo not drawn)	nt	18%	3%	nt
28	CCCn1c(SCC(=O)c2ccc3c(c2)OCCO3)nnc1-c1ccco1	-12%	-10%	-19%	0.1%
29	O=C(CCC(=O)c1cccs1)NCc1ccccc1	-5%	3%	0%	1.0%
30	CC(Cc1ccccc1)C(=O)Nc1ccccc1 (stereo not drawn)	-4%	13%	1%	nt
31	CCn1c(SCC(=O)N(C(C)C)C(C)C)nnc1-c1cc2ccccc2cc1O	-11%	4%	-13%	?
32	Cc1ccc(Cl)cc1N1CCN(C(=O)C2CCCN(Cc3nc(-c4cccc(Cl)c4)oc3C)C2)CC1 (stereo not drawn)	-10%[10.9 µM]	-15%	?	?
33	COC(=O)c1c(N)n(-c2cc(OC)cc(OC)c2)c2nc3ccccc3nc12	-1%	-3%	-6%	0.6%
34	O=C(CCN1C(=O)c2ccccc2C1=O)N1CCN(C(=O)c2ccccc2)CC1	-20%	1%	4%	-4.2%
35	COc1ccc(S(=O)(=O)Nc2ccc(-c3ccc(N4CCCC4)nn3)cc2)cc1F	-9%[10.9 µM]	0%	-14%	1.0%
36	COC(=O)c1ccc(Oc2nc(N3CCCCC3)nc(N3CCOCC3)n2)cc1	-19%	5%	-1%	2.2%
37	CC(=O)c1cccc(NC(=O)CSc2nnc(-c3cccnc3)o2)c1	nt	-12%	-9%	nt
38	CCNc1nc(NCC)nc(SCCOC(=O)Nc2ccccc2)n1	nt	7%	4%	nt
39	O=C(O)CN1CCNCC1	-3%	-6%	3%	0.3%
40	CCOC(=O)c1ccccc1NC(=O)c1cc2sccc2n1C	nt	-1%	-3%	-2.8%
41	CC(C)CC1C(C#N)=C(N)Oc2n[nH]c(-c3ccccc3)c21 (stereo not drawn)	nt	5%	7%	nt
42	O=C1C2CCCN2C(c2ccccc2F)N1c1ccc(F)cc1 (stereo not drawn)	6%	0%	-3%	1.8%
43	COc1ccc(-n2c(=S)[nH]c3cc(C(=O)NCc4ccco4)ccc3c2=O)cc1OC	-11%	4%	0%	-1.4%
44	CCOC(=O)c1c(C)c(-c2ccccc2)n(CC(=O)Nc2cccc(C)c2C)c1C	-11%[10.9 µM]	4%	-8%	-3.8%
45	Cn1c(SCC(=O)c2cc3ccccc3o2)nnc1-c1ccccc1	-13%	-7%	3%	5.6%
46	COc1cccc(OCc2nc3ncc(Br)cc3[nH]2)c1	-18%	-3%	-4%	-3.1%
47	Cc1ccc(NC(=O)C2CCCN2S(=O)(=O)c2ccc3c(c2)n(C)c(=O)c(=O)n3C)cc1C (stereo not drawn)	-9%[10.9 µM]	7%	7%	-0.1%
48	O=C(NCc1ccccc1)c1cnc(N2CCCCC2)c2ccccc12	-6%[10.9 µM]	-6%	-23%	?
49	CC(C)Oc1ccc(N2CC(C(=O)Nc3ccccc3F)CC2=O)cc1 (stereo not drawn)	-7%	-1%	6%	1.5%
50	O=C(c1cccnc1)N1CCN(C(=O)c2cccs2)CC1	-12%	-2%	8%	-2.9%
51	Cc1ccc(-c2nc(CS(=O)CC(=O)NCc3ccc(Cl)cc3)c(C)o2)cc1 (stereo not drawn)	-12%	2%	-5%	1.9%
52	CSc1ncc(Cl)c(C(=O)C(C#N)c2nc3c(C)cc(C)cc3c(=O)[nH]2)n1 (stereo not drawn)	-1%	-9%	-6%	?
53	O=C(NCCCO)C(=O)Nc1c2c(nn1-c1ccc(F)cc1)CSC2	9%[10.9 µM]	0%	-8%	?
54	CCn1nc(NC(=O)c2cccnc2)c2cc3cccc(C)c3nc21	-7%	3%	7%	-2.4%
55	Cc1occc1C(=O)n1nnc2ccccc21	-8%	-2%	3%	3.8%
56	O=S(=O)(c1ccc(-c2cnc(C3CC3)o2)cc1)N1CCN(c2ccccc2)CC1	-12%[10.9 µM]	-2%	-27%	?

Continued.
#	molecule	Imprint erasure	p53ts 32C kill	p53ts 39C tox	IkB signaling
57	COC(=O)c1ccccc1NC(=O)c1nc2nc(C)cc(C)n2n1	-11%	1%	16%	-0.7%
58	COc1ccc(-c2nnn(CC(=O)N(CCO)C(C(=O)NC3CCCC3)c3ccc(F)cc3)n2)cc1 (stereo not drawn)	0%	2%	-1%	0.8%
59	CC(Nc1n[nH]c(=S)[nH]c1=O)C(=O)OCc1ccccc1 (stereo not drawn)	2%	22%	5%	5.4%
60	CCOC(=O)N1CCN(S(=O)(=O)c2ccc3c(c2)CCN3C(=O)C2CCC2)CC1	-10%	2%	-9%	-0.3%
61	COc1ccc(NC(=O)c2[nH]c(C)c(C(C)=O)c2C)cc1Cl	-12%	-2%	-4%	?
62	COCCN(CC(=O)NCc1ccccc1)C(=O)CCC(=O)Nc1ccccn1	3%	0%	-6%	0.8%
63	COc1ccc(OC)c(CNC(=O)c2ccc(-c3nc(CSc4ccccc4)c(C)o3)cc2)c1	-11%[10.9 µM]	12%	-9%	0.5%
64	COc1ccc(-c2cc(-c3nc(-c4cc(OC)c(OC)c(OC)c4)no3)[nH]n2)c(OC)c1	23%[10.9 µM]	-5%	-1%	?
65	O=C(Nc1cccc(Cl)c1)c1cc(S(=O)(=O)N2CCCc3ccccc32)ccc1F	-29%[10.9 µM]	?	-18%	?
66	Cn1c(=O)c2c(nc(NCc3ccccc3)n2CC(=O)NCc2ccccc2)n(C)c1=O	15%	1%	15%	-0.8%
67	COc1ccc(S(=O)(=O)Nc2ccc3oc4c(c3c2)C(=O)CC(C)(C)C4)cc1	-9%[10.9 µM]	-6%	-1%	?
68	O=C(OCC#CCSc1nc2ccccc2s1)c1ccco1	-34%[inhibitor]	-4%	-1%	-1.0%
69	O=C(CCS(=O)(=O)c1cccc2nonc12)Nc1c(F)cccc1F	-9%[10.9 µM]	-5%	30%	4.5%
70	CC[C@@]1(O)C(=O)COc2c1cc1n(c2=O)Cc2c-1nc1cccc(C(C)C)c1c2[Si](C)(C)C	-19%	-7%	-10%	nt
71	O=C(NCc1ccco1)c1ccc2c(c1)N(Cc1ccc(Cl)cc1)C(=O)c1ccccc1S2=O (stereo not drawn)	22%[10.9 µM]	17%	-25%	?
72	OCCN1CCN(CC(O)COc2ccc3c(c2)OCO3)CC1 (stereo not drawn)	-10%	9%	0%	0.1%
73	N#CCSc1nnc(-c2ccccc2)c(-c2ccccc2)n1	nt	1%	3%	nt
74	O=S(=O)(c1ccccc1)N1CCC[C@@]2(CCN(c3ccncc3)C2)C1	nt	-6%	-7%	1.2%[11.4 µM]
75	Nc1c(Nc2ccccc2)c2ccccc2oc1=O	-6%	-4%	1%	?
76	Cc1ccc(S(=O)(=O)N2CCN(Cc3cc(=O)n4nc(-c5ccccc5Cl)sc4n3)CC2)cc1	-8%[10.9 µM]	7%	-3%	?
77	Cc1cc(NC(=O)COC(=O)C(Nc2ccc(C(F)(F)F)cc2Cl)C(C)C)no1 (stereo not drawn)	-15%	-30%	?	?
78	CCC(C)NC(=O)CCc1c(C)nc2c(c(C)nn2-c2ccc(C)cc2)c1C (stereo not drawn)	-5%[10.9 µM]	5%	-19%	-0.5%
79	COc1cccc(C(=O)OCC(=O)Nc2ccccc2N2CCOCC2)c1	-34%[inhibitor]	-4%	0%	-0.1%
80	O=C(NCc1ccccc1)c1ccc(-c2ccccc2F)o1	7%	7%	26%	?
81	O=C(NCCCn1ccnc1)c1cc2c(s1)CCCCC2	-22%	-3%	-2%	?
82	CN(C)c1ccc(CNC(=O)CCCn2ccc3cc(S(=O)(=O)N4CCCC4)ccc32)cc1	-7%[10.9 µM]	-4%	-21%	?
83	COC(=O)c1ccc(CSc2ncn[nH]2)o1	6%	2%	12%	3.6%

Source: PubChem (National Center for Advancing Translational Sciences (NCATS))
